# Assay outcomes deposited in PubChem BioAssay by several laboratories.
# HSF1 inhib: HSF1 inhibition; NIH3T3-HGL HSE-luciferase, MG132-induced, luminescence 8 h; active compounds read low; activity change, negative = inhibition, % at 7.5 µM (by protocol); 0.77% of 300,000 active;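 active = more than half of replicate wells show activity change below -50%, luminescence cut by over half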;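 note: luciferase reports HSF-1 transcriptional activity via heat shock element; 0% = median of DMSO wells and -100% = zero luminescence signal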
# GSK3B inh: blocks human GSK3beta kinase activity. P49841. GST-GSK3beta kinase, ADP-Glo luminescence, 60 min; active compounds read low. activity score (negative = inhibition), % at 10 µM. 0.038% of 300,000 active;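 active = more than half of replicate wells score below -50%, meaning over 50% inhibition versus plate controls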;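 note: 0% = median DMSO wells and -100% = median GW8510 positive control wells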
# Target sequence (P49841 whole entry, looked up): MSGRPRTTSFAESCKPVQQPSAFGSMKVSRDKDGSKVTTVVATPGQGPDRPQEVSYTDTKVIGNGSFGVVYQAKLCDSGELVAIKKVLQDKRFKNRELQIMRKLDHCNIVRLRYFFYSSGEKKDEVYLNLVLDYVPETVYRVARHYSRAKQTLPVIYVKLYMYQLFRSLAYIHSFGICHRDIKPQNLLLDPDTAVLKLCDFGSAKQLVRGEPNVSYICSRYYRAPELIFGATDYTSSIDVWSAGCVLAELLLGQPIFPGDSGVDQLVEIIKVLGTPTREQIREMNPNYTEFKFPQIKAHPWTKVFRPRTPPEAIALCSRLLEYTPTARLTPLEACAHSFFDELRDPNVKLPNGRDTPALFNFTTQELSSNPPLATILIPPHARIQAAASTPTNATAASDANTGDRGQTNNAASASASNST
#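 Assay system: GST-tagged human GSK3beta kinase, cell-free; Input: 1.6 ng GSK3beta; Medium: Tris/MgCl2 kinase buffer; Timing: 60 min enzyme reaction, room temperature; Signal: ADP-Glo luminescence quantifying ADP generated by kinase; Evaluation: score relative to plate controls; Benchmarks: DMSO neutral wells and GW8510 at 20 µM as positive.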
# HIF activator: HIF pathway transcriptional activation; activation, % at 7.5 µM (by protocol); AID 1910; U2OS HRE-luciferase reporter, luminescence; normalized: DMSO 0%, desferrioxamine 100%; 0.32% of 300,000 active;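 active = mean activation of at least 10% of the iron chelator positive control signal, with at least half of replicates also reaching 10%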
# aSyn UTR inh: MLPCN primary screen, SNCA 5' untranslated region | alpha-synuclein 5'UTR reporter, inhibitor activity | inhibition, % (tested at 7.5 µM) | 0.82% of 300,000 active | AID 1813; in the data active = inhibition above about 60%;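 note: H4 neuroglioblastoma cells stably carrying SNCA 5'UTR luciferase fusion; 0% = DMSO wells and 100% = positive control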
# HSF-1 act: increases HSF-1 driven luciferase reporter signal; activation, % at 9 µM; 1.7% of 300,000 active; NIH3T3-HGL HSF-1 luciferase reporter, MG132, 8 h; 100% = twice DMSO control signal; AID 504408;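 active = mean replicate activation of at least 50% with a set share of replicates each reaching 50%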;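 note: 0% = median of the neutral control wells and 100% = twice that signal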
# HSP90 inh: inhibitors of HSP90 luciferase refolding in rabbit reticulocyte lysate; luciferase refolding luminescence, 3 h; inhibition, % at 5.6 µM; 0.91% of 290,000 active;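 active = inhibition above the screen-wide mean plus 3 SD, computed separately per campaign, cut at about 16% in these data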;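 note: 0% = DMSO wells and 100% = 60 µM geldanamycin wells; inhibitors lower the luminescence because luciferase stays unfolded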
# KLF5 inhibitor: suppresses KLF5 promoter-driven expression | DLD-1 KLF5 promoter-luciferase reporter, luminescence | 0.23% of 290,000 active | inhibition, % at 5 µM;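 active = inhibition above a per-plate limit of that plate's mean compound inhibition plus 3 SD, cut at about 60% in these data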;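 note: 0% = DMSO wells and 100% = LY294002 at 200 µM; higher means less KLF5 promoter-driven luciferase light; inactives centre near -14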
# AI-2 QS mod: modulators of Vibrio harveyi AI-2 quorum sensing system. Vibrio harveyi JMH597 AI-2 luminescence/OD600 ratio, 9 h; active compounds read low; strain lacks LuxN and CqsS sensors; 0 = neutral-control median. activity change, % at 7.5 µM. 0.4% of 300,000 active. AID 2094; in the data active = activity change below about -75%, passing the limit was not always enough;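 note: luminescence divided by OD600 gain over 9 h not by final OD600 alone; inactives centre near 13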
# IEC-6 cytotox: IEC-6 cytotoxicity, counter-screen for KLF5 inhibitors. inhibition, % at 5 µM. luminescence viability. 0.78% of 290,000 active; in the data active = inhibition above about 22%;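 note: 0% = plate median of test compound wells and 100% = cytotoxic reference compound wells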
# GSK3A inh: inhibitors of human GSK-3 alpha kinase | P49840 | ADP-Glo luminescence, 60 min | 0.1% of 320,000 active | inhibition, % at 10 µM;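 in the data active = inhibition above about 50%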;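 note: GST-tagged GSK-3 alpha with peptide substrate and 25 µM ATP; 0% = DMSO neutral wells and 100% = GW8510 positive control wells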
# Target sequence (P49840 whole entry, looked up): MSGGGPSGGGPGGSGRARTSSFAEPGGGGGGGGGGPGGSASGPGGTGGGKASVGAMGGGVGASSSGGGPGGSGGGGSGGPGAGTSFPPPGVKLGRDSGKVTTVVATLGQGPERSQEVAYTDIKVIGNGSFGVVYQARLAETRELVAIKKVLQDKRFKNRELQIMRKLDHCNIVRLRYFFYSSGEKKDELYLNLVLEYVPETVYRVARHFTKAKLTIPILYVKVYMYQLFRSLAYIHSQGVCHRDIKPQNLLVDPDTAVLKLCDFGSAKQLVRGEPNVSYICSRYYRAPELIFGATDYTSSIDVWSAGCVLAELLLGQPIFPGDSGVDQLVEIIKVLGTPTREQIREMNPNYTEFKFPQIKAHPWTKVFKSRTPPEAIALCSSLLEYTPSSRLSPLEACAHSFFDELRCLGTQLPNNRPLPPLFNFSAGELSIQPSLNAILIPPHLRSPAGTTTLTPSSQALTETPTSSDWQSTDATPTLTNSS
# The depositor's hits bear a star; x = not tested or not shown.
SMILES,HSF1 inhib,GSK3B inh,HIF activator,aSyn UTR inh,HSF-1 act,HSP90 inh,KLF5 inhibitor,AI-2 QS mod,IEC-6 cytotox,GSK3A inh
CCCOC(=S)Nc1ccccc1,6,2,0.4,-19,16,-1,-12,8,0,-1
COCCN1C(=O)N(c2cccc(OC)c2)C(=O)C1CC(=O)Nc1cccc(F)c1 (stereo unspecified),3,1,-0.6,9,-6,-3,-20,4,4,-1
COc1cccc(OC)c1C(=O)Nc1ccc(Br)c(C(=O)c2ccccc2)c1,-3,-1,-0.5,18,-10,-4,-11,18,1,2
N#Cc1c2ccc(OCC(N)=O)cc2n2ccccc12,-4,-4,-0.3,1,18,1,-10,14,7,5
O=C1CC(N2CCN(c3ccccn3)CC2)C(=O)N1c1ccc(F)cc1 (stereo unspecified),2,2,1.3,1,-9,0,-19,26,3,-2
COc1ccc(C(C(=O)NCC2CCCO2)N(C(=O)CNC(=O)c2ccco2)c2ccccc2)cc1OC (stereo unspecified),-3,1,-0.3,-8,0,3,-3,-8,1,0
CCCCN(C(=O)Nc1ccc(Cl)cc1)C1CCN(C(C)=O)CC1,8,2,-0.1,-9,8,4,-3,5,1,-2
COc1ccc(C(=O)Oc2cccc3cccnc23)cc1[N+](=O)[O-],4,0,-0.3,6,16,4,-4,9,13,-2
O=C(c1ccc2c(c1)OCO2)N(c1ccc(Br)cc1)C1C=CS(=O)(=O)C1 (stereo unspecified),7,0,0.1,-5,27,3,-15,10,-1,2
Cc1c(C(=O)O)oc2c1C(O)CCC2 (stereo unspecified),-3,2,0.0,27,-7,0,7,16,-5,3
O=C(CSc1cccc[n+]1[O-])C12CC3CC(CC(C3)C1)C2,1,-3,-0.2,-18,0,-1,-11,3,5,5
Cc1nc(Nc2nc3ccccc3o2)nc(C)c1C(=O)Nc1ccc(F)cc1,-1,1,0.7,8,16,6,-31,29,4,-1
Brc1ccc(-c2noc3c2-c2nc(C4CCCCC4)sc2CC3)cc1,-4,1,-0.5,1,-10,x,x,10,x,0
O=C1NC(=O)C2(CCCCCCCCCCC2)N1,-2,-3,-0.6,8,0,-1,3,5,2,-2
CC1CCCN(C(=O)COc2ccc(Nc3ccccc3)cc2)C1 (stereo unspecified),10,3,-0.6,-25,49,0,-13,23,-5,0
CC1CCN(C(=S)c2ccc3c(c2)OCO3)CC1,-3,-2,-0.4,-5,-10,5,-20,17,0,-1
OC1CCN(Cc2cccc(Oc3ccccc3)c2)CC1,-51*,-1,0.9,12,-62,-4,-17,8,3,-2
COC(=O)c1ccc(C2C(C(C)=O)=C(C)Nc3ncnn32)cc1 (stereo unspecified),-1,-5,-0.2,-4,25,2,12,28,1,-3
O=C(Nc1ccc(C(=O)O)cc1)/C(=C\C=C\c1ccccc1)NC(=O)c1ccc(Br)cc1,x,2,0.5,-9,x,-1,-22,55,0,-10
O=C(c1cn(-c2ccccc2)nc1-c1cccs1)N1CCOCC1,0,2,-0.2,-15,7,0,1,15,-2,-1
Cc1ccc(CNC(=O)CCCC(=O)c2ccccc2)cc1,-1,-2,-0.3,-3,-19,-3,-28,8,3,-4
Cc1ccc(CN2CCNC(=O)C2CC(=O)O)cc1 (stereo unspecified),-5,3,0.1,-10,-10,0,8,21,5,-3
CCCC(=O)OCCNc1cc(Sc2nc3ccccc3[nH]2)c2nonc2c1[N+](=O)[O-],43,2,-2.6,-2,28,1,23,17,7,-1
CCOc1ncccc1C(=O)OCC(=O)Nc1cc(C)ccc1C,2,0,-0.5,8,7,0,-36,4,0,4
Cn1c2ccccc2c2cnn(CC(=O)Nc3ccc(Cl)cc3)c(=O)c21,3,4,1.2,0,-7,-1,-10,16,4,-2
CN(C)S(=O)(=O)Nc1cc(F)cc(F)c1,-7,1,-0.4,-15,16,-5,-5,8,1,-2
O=C(NCCN1C(=O)C2C3C=CC(C3)C2C1=O)Nc1ccccc1 (stereo unspecified),-4,-2,0.5,-8,6,3,0,16,-3,-4
Cc1cc(C)cc(NC(=O)N2CCCC2C(=O)Nc2ccc(-n3cnnn3)c(C)c2)c1 (stereo unspecified),7,1,-0.2,13,0,-2,-30,-21,-10,-2
Cc1cc(C)cc(NC(=O)CSc2ccc(-c3ccccn3)nn2)c1,1,-3,10*,41,5,-3,-11,14,15,-3
Cc1cccc(Nc2nnc(SCC(=O)N(C)C3CCS(=O)(=O)C3)s2)c1C (stereo unspecified),-6,4,0.2,2,-15,4,13,24,0,-2
CCC(C(=O)OCC(=O)Nc1cccc(S(=O)(=O)NC2=NCCCCC2)c1)c1ccccc1 (stereo unspecified),1,1,0.8,-2,17,-3,-20,4,-9,-3
c1ccc2c(NC3CCCC3)nnc(NC3CCCC3)c2c1,4,2,-0.4,-4,-9,0,17,10,2,4
NC(=O)c1ccccc1NC(=S)NC(=O)CCc1ccccc1,1,-4,1.7,11,21,0,68*,0,60*,1
O=C(CCc1ccc(O)c(O)c1)NNC(=S)Nc1ccc(Br)cc1Cl,-2,-1,-0.3,27,-8,3,13,7,4,0
CN(Cc1ccc(OC(F)F)cc1)C(=O)c1ccccc1Sc1ccccc1C#N,9,3,0.3,0,2,0,-9,24,-4,2
FC(F)(F)c1nnc2c(Sc3ccc(Cl)cc3)nc3ccccc3n12,9,0,-2.7,37,2,2,-29,6,2,1
O=C(O)c1cc(-c2cccs2)[nH]n1,-3,3,0.8,-5,-6,0,-17,8,0,-1
O=C(c1ccc(F)cc1)N1CCN(S(=O)(=O)c2ccc(Br)cc2)CC1,-2,3,x,8,15,-2,-36,17,7,x
CCn1c(COc2ccc(=O)n(-c3ccccc3)n2)nnc1SC,-3,1,0.0,-3,27,3,17,12,12,1
COc1ccc(CN(C)C(=O)CC(c2ccccc2)c2ccccc2)cc1,3,-2,-0.3,19,7,-2,0,-1,0,-1
CSCCC(NS(=O)(=O)c1ccccc1F)C(=O)NCc1cccnc1 (stereo unspecified),1,0,-0.4,-1,10,x,x,5,x,-6
O=C(CSc1nnc(-c2cccnc2)s1)Nc1ccccc1,6,-3,0.2,-16,-2,-2,-21,45,-4,-4
COc1ccc(N2C(=O)C3C4C=CC(C4)C3C2=O)c(OC)c1 (stereo unspecified),-6,3,-0.1,10,-5,0,14,8,-2,-3
CCOc1ccc(N(CC(=O)N/N=C/c2ccc(OC(C)C)cc2)S(C)(=O)=O)cc1,-2,3,-1.4,4,2,3,0,30,-3,1
O=C(c1cccc(S(=O)(=O)N2CCCC2)c1)N1CCN(c2ncccn2)CC1,-2,0,-0.1,16,1,1,-10,24,3,-2
O=C(O)CN1CCN(Cc2ccc(F)cc2)C1=O,2,1,0.5,-6,-6,2,-11,18,3,-4
CCC1=[N+](CC(=O)c2ccc(Br)cc2)CCn2c(C)ccc21,9,1,2.6,-59,25,2,4,45,9,-18
O=C(c1cccnc1)N1CCN(Cc2ccc3c(c2)OCO3)CC1,-2,2,-0.7,10,12,4,-7,17,2,0

# For reference, some entries already given.
SMILES,HSF1 inhib,GSK3B inh,HIF activator,aSyn UTR inh,HSF-1 act,HSP90 inh,KLF5 inhibitor,AI-2 QS mod,IEC-6 cytotox,GSK3A inh
O=C(O)c1cc(-c2cccs2)[nH]n1,-3,3,0.8,-5,-6,0,-17,8,0,-1
O=C(c1ccc(F)cc1)N1CCN(S(=O)(=O)c2ccc(Br)cc2)CC1,-2,3,x,8,15,-2,-36,17,7,x
CCn1c(COc2ccc(=O)n(-c3ccccc3)n2)nnc1SC,-3,1,0.0,-3,27,3,17,12,12,1
COc1ccc(CN(C)C(=O)CC(c2ccccc2)c2ccccc2)cc1,3,-2,-0.3,19,7,-2,0,-1,0,-1
CSCCC(NS(=O)(=O)c1ccccc1F)C(=O)NCc1cccnc1 (stereo unspecified),1,0,-0.4,-1,10,x,x,5,x,-6
O=C(CSc1nnc(-c2cccnc2)s1)Nc1ccccc1,6,-3,0.2,-16,-2,-2,-21,45,-4,-4
COc1ccc(N2C(=O)C3C4C=CC(C4)C3C2=O)c(OC)c1 (stereo unspecified),-6,3,-0.1,10,-5,0,14,8,-2,-3
CCOc1ccc(N(CC(=O)N/N=C/c2ccc(OC(C)C)cc2)S(C)(=O)=O)cc1,-2,3,-1.4,4,2,3,0,30,-3,1
O=C(c1cccc(S(=O)(=O)N2CCCC2)c1)N1CCN(c2ncccn2)CC1,-2,0,-0.1,16,1,1,-10,24,3,-2
O=C(O)CN1CCN(Cc2ccc(F)cc2)C1=O,2,1,0.5,-6,-6,2,-11,18,3,-4
CCC1=[N+](CC(=O)c2ccc(Br)cc2)CCn2c(C)ccc21,9,1,2.6,-59,25,2,4,45,9,-18
O=C(c1cccnc1)N1CCN(Cc2ccc3c(c2)OCO3)CC1,-2,2,-0.7,10,12,4,-7,17,2,0

# (listing goes on)
SMILES,HSF1 inhib,GSK3B inh,HIF activator,aSyn UTR inh,HSF-1 act,HSP90 inh,KLF5 inhibitor,AI-2 QS mod,IEC-6 cytotox,GSK3A inh
O=C(CSc1nccc(=O)[nH]1)NC1CCCC1,-9,3,0.8,4,-25,-1,18,7,-7,-1
Cc1cccc(N2CCN(c3ccc(C(N)=O)cc3[N+](=O)[O-])CC2)c1C,-8,0,-0.1,12,-2,0,0,19,-4,0
COc1ccccc1C(=O)COC(=O)Cc1n[nH]c(=O)c2ccccc12,0,-1,-0.3,10,6,x,x,13,x,-1
CCn1c(=O)c(C(=O)CN2CCN(S(=O)(=O)c3ccc(C)cc3C)CC2)c(N)n(Cc2ccccc2)c1=O,-34,2,-0.5,24,-49,4,6,9,7,1
CCC(Sc1nc2ncccc2[nH]1)C(=O)N1CCOCC1 (stereo unspecified),4,-1,0.0,0,-10,-4,-15,8,-4,-2
Cc1cc(C)c(OC2(c3ccccc3)OC(=O)c3ccccc32)c(C)c1 (stereo unspecified),0,-2,-0.5,13,5,3,0,31,1,-3
COc1ccccc1CNC(=O)c1ccc(Cl)c(NC2=NC3CS(=O)(=O)CC3S2)c1 (stereo unspecified),-7,2,0.1,-6,-16,2,-14,13,-4,-1
C=CCNC(=O)c1cc2c(=O)n3cc(C)ccc3nc2nc1NCC1CCCO1 (stereo unspecified),-7,2,-0.1,-16,-8,-3,-4,17,4,-1
